Assay outcomes deposited in PubChem by several laboratories.
PKA-R2B act: activators of PKA-R2B holoenzyme, primary screen, biochemical, fluorescence polarization, Cy5-IP20, human; cAMP-dependent protein kinase catalytic subunit beta (Homo sapiens) + cAMP-dependent …; PKA-R2B holoenzyme dissociation; R2B truncated from residue 108, S112A mutant; 0% DMSO only, 100% 113 µM cGMP; activation, % at 11.4 µM; actives 0.079% (n = 340,000); AID 504700, 2011;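 active means activation above a cutoff set at the mean over all compounds plus 3 SD, cut at about 18% in these data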;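 further: higher means more holoenzyme dissociation and a rise in polarization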
Target sequence (P31323 whole entry, looked up, other chains not shown, the tested form may be a part): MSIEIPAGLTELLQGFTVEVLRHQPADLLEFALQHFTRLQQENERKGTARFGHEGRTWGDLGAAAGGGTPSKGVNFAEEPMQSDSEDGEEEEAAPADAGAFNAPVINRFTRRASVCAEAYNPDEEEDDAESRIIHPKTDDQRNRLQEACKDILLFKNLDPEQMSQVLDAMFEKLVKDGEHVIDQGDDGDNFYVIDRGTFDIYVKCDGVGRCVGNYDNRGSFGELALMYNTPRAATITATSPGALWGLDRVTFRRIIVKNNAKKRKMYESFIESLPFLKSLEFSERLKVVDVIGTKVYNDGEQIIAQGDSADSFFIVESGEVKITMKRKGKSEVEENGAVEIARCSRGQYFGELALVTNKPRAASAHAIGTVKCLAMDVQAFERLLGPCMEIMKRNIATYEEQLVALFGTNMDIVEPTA
CAL PDZ FP-1: CAL PDZ peptide-binding inhibitors, primary screen, biochemical, fluorescence polarization, Cer-tagged CAL PDZ, HTS. AID 504414, 2011. actives 0.02% (n = 330,000). inhibition, % at 20 µM. purified CAL PDZ, TMR-peptide fluorescence polarization, 1 h. Golgi-associated PDZ and coiled-coil motif-containing protein (Homo sapiens), Q9HD26;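 active means highest replicate inhibition of at least 40%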;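 further: plate controls were DMSO neutral control wells for no effect and unlabeled competitor peptide control wells for full effect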
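Material – purified CerCALP PDZ construct · Detection – FP readout, S and P plane fluorescence · Measure – percent inhibition from loss of millipolarization · Controls – unlabelled peptide for full inhibition, DMSO wells as neutral · Probe or stimulus – TMR-labelled reporter peptide T*-PRC34 bound in PDZ groove · Times – 1 h at RT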
RTF Ca sens inh: cardiac RTF calcium sensitivity inhibitors, primary screen, biochemical, IANBD-TnC fluorescence, EC70 calcium; Troponin I, cardiac muscle (Homo sapiens) + Troponin T, cardiac muscle (Homo sapiens) + …; actives 0.12% (n = 340,000); AID 493244, 2011; inhibition, % at 7.15 µM; IANBD-labeled cardiac RTF, Ca2+ fluorescence;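 active means inhibition above the mean inhibition of all tested compounds plus 3 SD, cut at about 17% in these data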;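 further: assay run at fixed EC70 calcium of 1.6 mM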
DAGLB inhibitor: DAGLB lipase inhibitors, primary screen, biochemical, fluorescence, HTS; actives 0.059% (n = 340,000); HEK293T DAGLB membrane lysate, EnzChek fluorogenic substrate; Diacylglycerol lipase-beta (Homo sapiens), Q8NCG7; inhibition, % at 5.17 µM; in the data active means inhibition above about 34%;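 further: 0% = enzyme with vehicle and 100% = wells lacking enzyme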
Keap1-Nrf2 PPI: Keap1-Nrf2 protein-protein interaction inhibitors, primary screen, biochemical, fluorescence polarization, single point; Keap1 Kelch-Nrf2 peptide fluorescence polarization, 1536-well; inhibition, % at 9.4 µM; actives 0.15% (n = 340,000); AID 504523, 2011; in the data active means inhibition above about 12%;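 further: human Keap1 Kelch domain with fluorescein labeled Nrf2 9mer peptide probe; 0% = neutral control wells and 100% = peptide positive control; higher means more block of Keap1 binding to Nrf2 peptide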
C-LANA FP: inhibitors of KSHV C-LANA binding to DNA, primary screen, biochemical, fluorescence polarization, FAM-LBS DNA, MBP-C-LANA, single point | Kaposi's sarcoma herpesvirus LANA C-terminal domain (residues 932-1162) DNA binding | actives 0.078% (n = 340,000) | inhibition, % at 9 µM;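 active means highest replicate inhibition at or above 60% at 9 µM, even if other replicates fall short; inactive means all replicates below 60% inhibition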;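 further: 0% = neutral control wells and 100% = 4 µM acridine orange control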
cardiac RTF act: cardiac RTF calcium sensitivity activators, primary screen, biochemical, IANBD-TnC fluorescence, EC20 calcium | Troponin I, cardiac muscle (Homo sapiens) + Troponin T, cardiac muscle (Homo sapiens) + … | IANBD-labeled TnC RTF fluorescence at EC20 calcium; 0% EC20 calcium, 100% full calcium | activation, % at 7.2 µM | actives 0.24% (n = 340,000) | AID 493008, 2010;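 active means activation above the mean over all tested compounds plus 3 SD, cut at about 30% in these data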;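 further: rise in fluorescence read as greater calcium sensitivity of cardiac thin filaments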
SR-BI uptake up: activators of SR-BI mediated DiI-HDL uptake, primary screen, ldlA[mSR-BI] CHO cells, DiI fluorescence. 3 h; 100 = double the neutral-control signal. activation, % at 12.5 µM. actives 0.096% (n = 320,000). AID 504775, 2011;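 active means mean replicate activation of at least 60% and every replicate at or above 60%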;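 further: 0% = median plate neutral-control signal and 100% = twice that signal; values of inactives mirror those of a sister screen read the other way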
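system = CHO ldlA[mSR-BI] cells, LDL receptor-null, SR-BI overexpressing | medium = Ham's F12 with 0.5% BSA, HEPES 25 mM, pH 7.4 | probe or stimulus = DiI-HDL 10 µg/mL | compound dosing = single-point compound dose | incubation = compound exposure 3 h, 37 °C | technique = DiI fluorescence, bottom read | read-out = cell-associated DiI fluorescence as measure of HDL uptake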
CAL PDZ FP-2: untagged CAL PDZ binding inhibitors, primary screen, biochemical, fluorescence polarization, HTS; Golgi-associated PDZ and coiled-coil motif-containing protein (Homo sapiens), Q9HD26; purified CAL PDZ, TMR-peptide fluorescence polarization, 1 h; inhibition, % at 24.9 µM; actives 0.92% (n = 300,000); AID 602252, 2012;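 active means mean inhibition of at least 30% with at least half of replicates also reaching 30%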;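 further: 0% = DMSO neutral control and 100% = excess unlabeled competitor peptide PRC23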
Rtt109 Vps75: inhibitors of C. albicans Rtt109/Vps75 HAT, primary screen, biochemical, ThioGlo CoA-SH fluorescence, plate reader; Histone acetyltransferase RTT109 (Candida albicans (strain SC5314 / ATCC MYA-2876)), …; purified Rtt109/Vps75, 4 h; inhibition, % at 34.9 µM; actives 0.16% (n = 330,000); AID 540336, 2011;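 active means inhibition of at least 50% in every replicate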
Target sequence (Q5AAJ8 whole entry, looked up): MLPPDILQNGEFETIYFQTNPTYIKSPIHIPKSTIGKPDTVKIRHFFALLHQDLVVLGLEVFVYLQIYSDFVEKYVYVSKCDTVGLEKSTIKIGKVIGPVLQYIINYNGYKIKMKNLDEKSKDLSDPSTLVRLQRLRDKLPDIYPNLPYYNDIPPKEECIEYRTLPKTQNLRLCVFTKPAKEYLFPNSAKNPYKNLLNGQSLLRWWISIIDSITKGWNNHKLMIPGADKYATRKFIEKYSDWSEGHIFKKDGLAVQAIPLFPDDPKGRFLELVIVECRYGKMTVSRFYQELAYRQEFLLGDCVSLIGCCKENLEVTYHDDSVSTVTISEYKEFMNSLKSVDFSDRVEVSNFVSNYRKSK
* marks the source's active call; other numbers are inactive results; . = no result given.

SMILES	PKA-R2B act	CAL PDZ FP-1	RTF Ca sens inh	DAGLB inhibitor	Keap1-Nrf2 PPI	C-LANA FP	cardiac RTF act	SR-BI uptake up	CAL PDZ FP-2	Rtt109 Vps75
CCC1(COC(=O)Nc2cccc(Cl)c2)COC1	5.6	-2.3	5.4	-2.4	2.4	-0.6	12.2	-33.2	-0.9	4.2
CCn1cnc2c(NCCc3cccnc3)nc(C#N)nc21	4.2	0.4	-7.2	-3.9	-3.7	0.8	-0.3	18.2	-0.6	-10.0
COc1ccc(NC(=O)c2cc([N+](=O)[O-])ccc2N2CCCC2)cc1S(N)(=O)=O	6.3	-0.7	-19.7	4.9	.	.	1.2	2.3	-2.5	.
COc1ccc2c(c1)C(SCC(=O)NCc1ccccc1)CC(C)(C)O2 (stereo not given)	7.3	0.8	-11.8	-18.8	-5.0	-0.9	8.5	11.3	-6.1	-11.3
Cn1cccc1-c1nc2ccccc2[nH]1	-3.1	0.2	-9.9	0.6	-2.1	15.3	5.8	-12.7	.	-3.0
O=C(O)CC(CNS(=O)(=O)c1cccc2nsnc12)c1ccccc1 (stereo not given)	.	-2.0	.	.	-0.7	-0.4	.	0.1	3.0	15.9
Cc1ccc2c(c1)S/C(=C/c1ccc[n+](CCO)c1)N2C	-12.1	18.1	-10.7	-1.0	-6.9	-1.0	1.7	19.3	-1.9	13.1
O=C(C[C@H]1C/C=C\CC[C@@H](Cc2ccc(F)cc2)C(=O)OC[C@H]2CCCN2C1=O)N[C@H](CO)Cc1ccccc1	-6.2	-0.7	2.4	-1.9	-2.0	-0.8	-10.9	-11.6	-2.2	-12.5
COc1ccccc1C1=CC(=O)C[C@H](c2ccc(F)cc2)C1	-14.0	-3.2	-7.9	-5.8	1.3	2.2	10.2	-10.5	-2.9	-2.1
N#C/C(=C\c1ccc[nH]1)S(=O)(=O)c1ccccc1	0.6	-1.8	-4.3	-3.4	1.3	-1.4	-1.3	21.2	-6.1	39.3
CC(C)CN(CCCNC(=O)CN1C(=O)COc2ccc(S(=O)(=O)N3CCC(C)CC3)cc21)CC(C)C	-5.9	-1.2	-0.7	0.1	-0.6	-1.5	1.2	13.7	3.8	-8.5
CCCCCc1c(C)nc(SCC(=O)O)[nH]c1=O	6.9	-1.0	-5.8	1.8	3.0	-0.8	-3.9	24.5	-3.0	-8.6
Cc1nn(Cc2n[nH]c(=S)n2Cc2ccccc2)c(C)c1Cl	-7.3	-1.1	1.6	5.9	-3.4	-0.1	3.3	1.6	-1.1	16.0
CN(CC(=O)Nc1ccc(C(N)=O)cc1)CC(=O)Nc1ccccc1Cl	-11.3	-0.6	-3.2	-1.2	1.9	-5.2	9.2	14.3	-1.6	8.0
Cc1ccccc1NC(=S)NCCc1ccccc1	-12.3	0.3	1.6	-2.2	4.2	-0.9	3.4	-25.4	-1.9	-8.1
Cc1ccc(S(=O)(=O)N2CCN(C(=O)CN3CCOCC3)C2)cc1	5.5	0.9	-3.5	-2.9	-1.5	0.2	0.7	21.2	-5.1	-5.4
CCn1c(=O)c(C(=O)Nn2c(C)nc3ccccc3c2=O)c(O)c2ccccc21	3.0	-0.8	-9.7	1.8	-1.1	-1.8	5.4	20.3	0.0	-0.9
O=C(CN1C(=O)S/C(=C\c2ccc(F)cc2)C1=O)Nc1cccc(S(=O)(=O)NCc2ccco2)c1	-11.7	-2.0	-6.8	-4.4	-1.3	-0.8	-4.6	21.6	1.2	-6.1
COc1ccc(C=O)cc1OC(=O)N1CCOCC1	-4.6	1.2	0.1	-1.4	-8.0	-0.2	1.5	-40.9	-1.9	.
COc1ccc(OC)c(/C=N/NC(=O)CN2CCSCC2)c1	-10.5	0.5	3.1	-0.5	-0.1	-0.9	-8.1	-0.2	-0.7	-17.0

Given field by field: 2 of the compounds above.
Cc1nn(Cc2n[nH]c(=S)n2Cc2ccccc2)c(C)c1Cl
- PKA-R2B act: -7.3
- CAL PDZ FP-1: -1.1
- RTF Ca sens inh: 1.6
- DAGLB inhibitor: 5.9
- Keap1-Nrf2 PPI: -3.4
- C-LANA FP: -0.1
- cardiac RTF act: 3.3
- SR-BI uptake up: 1.6
- CAL PDZ FP-2: -1.1
- Rtt109 Vps75: 16.0
CN(CC(=O)Nc1ccc(C(N)=O)cc1)CC(=O)Nc1ccccc1Cl
- PKA-R2B act: -11.3
- CAL PDZ FP-1: -0.6
- RTF Ca sens inh: -3.2
- DAGLB inhibitor: -1.2
- Keap1-Nrf2 PPI: 1.9
- C-LANA FP: -5.2
- cardiac RTF act: 9.2
- SR-BI uptake up: 14.3
- CAL PDZ FP-2: -1.6
- Rtt109 Vps75: 8.0

The list goes on.
SMILES	PKA-R2B act	CAL PDZ FP-1	RTF Ca sens inh	DAGLB inhibitor	Keap1-Nrf2 PPI	C-LANA FP	cardiac RTF act	SR-BI uptake up	CAL PDZ FP-2	Rtt109 Vps75
O=C(Cc1cccc(NC(=O)C2CCN(S(=O)(=O)c3cccc([N+](=O)[O-])c3)CC2)c1)Nc1cccc(C(=O)N2CCCCC2)c1	-1.1	0.1	-8.1	2.5	0.9	-1.3	3.9	-9.6	-4.5	-3.0
COc1cc(/C=C/C(=O)O)cc(S(=O)(=O)NCCO)c1OC	3.2	0.0	-12.1	-0.8	-5.3	-0.7	5.1	-21.8	.	-12.0
Cc1ccc(C(=O)OCC(=O)NC(=O)c2cccn2C)cc1	3.5	0.2	-3.8	-0.5	-2.2	0.8	-3.2	29.4	-2.8	6.9
CC(C)C[C@H]1C(=O)N2CCC[C@H]2[C@]2(O)O[C@](NC(=O)C3C=C4c5cccc6[nH]c(Br)c(c56)C[C@H]4N(C)C3)(C(C)C)C(=O)N12 (stereo not given in full)	0.2	-0.5	1.2	0.1	-5.8	0.7	-3.7	-3.6	-0.9	9.5
COC(=O)CN1C(=S)N(c2ccc(F)cc2)C(=O)C1CC(=O)Nc1ccc(F)cc1 (stereo not given)	-4.0	-1.7	-1.7	-8.7	-9.4	-0.2	13.5	-19.5	.	-1.0
COc1ccc(Br)cc1CNC(=O)CCN1C(=O)COc2ccccc21	-3.7	-2.9	-3.3	-1.5	1.9	1.6	5.8	-30.1	-2.2	-3.8
COc1ncc(-c2ccc3c(c2)S(=O)(=O)c2cccc(C(=O)O)c2C3=O)cn1	3.5	-1.2	-13.4	-4.9	1.2	1.3	-4.6	15.8	-2.2	-3.1
Cc1nc2c(C)cccn2c1/C(O)=C1\C(=O)C(=O)N(CCN(C)C)C1c1cccs1 (stereo not given)	-7.0	0.2	-3.2	-3.5	0.4	1.1	2.4	3.6	5.8	-8.4
CCOc1ccc(N(CC(=O)NC2CCCCC2)C(=O)CCC(=O)Nc2nc(C)cs2)cc1	3.7	-1.4	-53.4	5.3	-4.3	-2.3	-1.5	.	-1.2	5.7
CC[n+]1ccc(C[n+]2ccccc2)c2ccccc21	-4.4	-1.1	3.9	-0.2	0.9	0.7	-1.9	20.1	1.0	-4.4
CCc1ccc(OCC(=O)NNC(=O)c2cc(S(=O)(=O)N3CCOCC3)ccc2N2CCCC2)cc1	-7.7	-0.3	-2.3	-0.2	-0.5	1.9	-0.7	-3.8	4.2	19.3
Cc1csc(NC(=O)C(NC(=O)c2ccccc2F)C(C)C)n1 (stereo not given)	3.6	-1.7	-4.1	2.7	-1.5	-0.5	-1.6	16.5	-1.7	-12.9
Cc1ccc2c(c1C)NC(C)CC2C (stereo not given)	2.4	0.5	-2.7	1.9	0.2	-0.1	-1.3	5.4	.	11.6
COc1ccc(-c2nnc(SC(C(=O)c3c[nH]c4ccccc34)c3ccccc3)n2N)cc1OC (stereo not given)	-1.5	-1.5	4.5	-1.3	-0.1	2.4	4.3	-62.2	-5.2	11.8
CCc1nnc(NC(=O)CSc2nnc(-c3cc4ccccc4cc3O)n2CCOC)s1	1.4	-0.9	-1.9	1.4	1.6	1.7	-5.1	.	-2.0	6.5
O=C(COC(=O)c1cc([N+](=O)[O-])ccc1N1CCOCC1)c1ccc(Br)cc1	-2.6	-3.6	-3.2	0.2	1.2	-1.8	-10.9	-78.8	0.5	-3.7
Cc1ccc(C)c(S(=O)(=O)N2CCN(C(=O)CNC(=O)c3sc4ccccc4c3Cl)CC2)c1	5.3	0.0	-7.0	-4.0	-3.0	-0.1	-0.5	-60.1	-6.2	-3.1
Cc1ccccc1CN1C(=O)[C@@H]2Cc3c([nH]c4ccccc34)C(C)(C)N2C1=O	-12.4	-1.1	-2.0	-7.2	-1.2	-1.2	-0.4	-66.8	-5.9	5.7
COc1ccc(S(=O)(=O)N2CCN(C(=O)NCc3ccc(C)cc3)CC2)cc1	-3.3	-1.7	-18.8	-2.3	0.8	-1.2	-2.9	-13.1	-3.5	-2.1
Cn1c(N)c(N2CCN(c3ccccc3)CC2)c(=O)[nH]c1=O	-1.0	-1.2	5.6	-2.2	-4.0	0.7	3.6	7.4	0.8	4.2
Cc1ccsc1C(=O)OCc1nc2ccccc2c(=O)[nH]1	-14.0	0.2	-1.5	0.2	-10.5	-1.7	-4.5	11.9	.	3.6
Cc1ccc(C(=O)O)cc1N1C(=O)c2cccc3c([N+](=O)[O-])ccc(c23)C1=O	-12.0	0.3	-5.7	-2.2	-2.6	52.8	-5.1	8.3	-0.4	7.8
CC(=O)c1cccc(NCC(=O)Nc2cc(S(=O)(=O)N3CCCCC3)ccc2C)c1	6.1	0.2	-3.0	1.4	-1.1	1.3	-3.6	.	.	4.0
O=Cc1cccn1Cc1ccccc1[N+](=O)[O-]	-7.0	-1.9	0.7	-2.4	-1.7	-1.0	4.9	36.9	-2.8	21.9
O=[N+]([O-])c1ccc(-c2cnc3ccccc3n2)cc1	-10.1	-1.2	-3.8	-1.3	-5.1	5.1	3.4	0.0	8.1	-1.0
Cc1ccc(S(=O)(=O)N2CCN(C(=O)COC(=O)CCOc3ccc(C(C)(C)C)cc3)CC2)cc1	-3.8	-2.4	0.8	-0.9	-2.8	0.2	-12.4	0.3	3.8	7.7
